Polio RdRp inh = poliovirus RdRp elongation inhibitors, primary screen, biochemical, fluorescence polarization, total intensity | poliovirus polymerase elongation; hits give low values | hit rate 0.66% among 150,000 | % elongation, % (compound at 16.7 µg/mL); in the data active means % elongation below about 90%; further: some results filed as inactive read as strong as hits
Target sequence (P03300 1749-2209 limits assumed): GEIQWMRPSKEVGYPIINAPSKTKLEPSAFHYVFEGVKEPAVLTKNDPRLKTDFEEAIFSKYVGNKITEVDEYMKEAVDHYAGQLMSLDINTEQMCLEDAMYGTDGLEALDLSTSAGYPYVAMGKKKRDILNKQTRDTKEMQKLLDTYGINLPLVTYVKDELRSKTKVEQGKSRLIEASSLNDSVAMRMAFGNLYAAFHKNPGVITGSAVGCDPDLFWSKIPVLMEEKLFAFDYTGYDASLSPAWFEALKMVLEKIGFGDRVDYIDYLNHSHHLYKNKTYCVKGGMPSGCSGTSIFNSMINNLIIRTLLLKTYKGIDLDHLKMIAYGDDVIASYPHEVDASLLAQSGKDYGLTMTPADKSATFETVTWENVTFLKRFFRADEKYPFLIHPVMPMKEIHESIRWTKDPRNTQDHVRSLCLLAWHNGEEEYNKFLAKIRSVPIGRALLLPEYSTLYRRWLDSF
Polio RdRp inh FP z-score = further read-out of Polio RdRp inh, marked with its call; z-score; measured here: FP z-score; hits read low
An asterisk follows results filed as active; & = joins results of further samples. A portion of the library; rates above refer to the full screens.

SMILES	Polio RdRp inh	Polio RdRp inh FP z-score
CC(=O)N1CCN(c2ccc(Oc3ccc(C(F)(F)F)cn3)cc2)CC1	103	0
CCOCCCNC(=O)C(NC(=O)C1CCC(C)CC1)C(C)C (centres undefined)	108	0.8
O=C(NC1CCCC1)c1noc2ncnc(N3CCOCC3)c12	102	0.5
Cc1oc(-c2ccccc2Cl)nc1CS(=O)CC(=O)NCc1ccc(Cl)cc1 (centres undefined)	108	0.4
CN(C)S(=O)(=O)c1ccc(N2CCCC2)c(C(=O)OCCCOc2ccc(F)cc2)c1	105	0.4
O=S1(=O)CCC(N/N=C/c2ccccc2O)C1 (centres undefined)	20*	-6.2*
N#Cc1c(-c2ccccc2)cc2nc3ccccc3n2c1N	105	0.3
Fc1ccc(NC(=S)Nc2ccccc2)cc1	103	-0.1
Cn1c(=O)[nH]c(=S)c2nc(-c3ccc(F)cc3)cnc21	104	0.8
CCNC(=S)N/N=C/c1ccccc1C(=O)O	102	0.1
CCOC(=O)c1c(C)c(-c2ccccc2)n(CC(=O)NCc2cccc(OC)c2)c1C	108	1.1
CC(NC(=O)C12CC3CC(CC(O)(C3)C1)C2)c1ccccc1 (centres undefined)	101	-0.3
O=C(COC(=O)c1n[nH]c2ccccc12)NC(c1ccccc1)c1ccccc1	102	0.2
CC(C)CN(CC(C)C)S(=O)(=O)c1ccc(C(=O)O)cc1	101	0.3
COc1ccc(CNC(=O)CSc2nc3cc(Cl)ccc3o2)cc1OC	101	-0.3
C=CCNc1ncnc2c1c(-c1ccccc1)cn2-c1ccc(OCC)cc1	102	0
Cc1ccc2c(c1)N(S(=O)(=O)c1ccc3c(c1)NC(=O)CC(=O)N3)CCO2	106	0.2
O=C1c2ccccc2NC(c2ccncc2)N1c1ccccn1 (centres undefined)	106	1.5
CC1(C)CC(=NNC(N)=S)CC(C)(C)N1	100	-0.1
CNC(=O)CCCn1c(C)c2cnn(-c3ccccc3)c(=O)c2c1C	105	1.3
CCCCC(=O)Nc1ccc2oc(-c3ccc(O)c(Br)c3)nc2c1	101	-0.1
CC(=O)Nc1ccc(C(=O)OCC(=O)N(C)C2CCS(=O)(=O)C2)cc1 (centres undefined)	100	-0.2
Cn1c(COc2cccc3cccnc23)nnc1SCC(=O)O	106	1.3
OC(COc1ccc2cc(Br)ccc2c1)Cn1cccn1 (centres undefined)	103	0.5
CCCCn1nc(NC(=O)c2cccc(Cl)c2)c2cc3ccccc3nc21	124	0.7
CSc1nnc(SCC(=O)NC(=O)c2cccn2C)s1	110	1
Cc1cc(=O)[nH]c(N/N=C2/CCc3ccccc3C2)n1	92	-0.8
Cc1ccc(CN2CCN(C3CCN(C(=O)OC(C)(C)C)CC3)C(=O)C2=O)cc1	98	-1.9
O=C1C=C(NCc2ccncc2)CC(c2ccccc2)C1 (centres undefined)	101	0
COC(=O)c1cc(=O)nc2n1C1O[C@H](CO)C(O)[C@H]1O2 (some centres undefined)	102	-0.1
Cc1ccc(S(=O)(=O)NC2CCCCC2)cc1-c1nnc2c3ccccc3c(C)nn12	105	0.7
Cc1ccc(NC(=O)CSc2nnc(C)n3c2cc2sccc23)c(C)c1	101	-1
CCC(=O)Nc1sc(C)c(CC)c1C(=O)NC1CC1	99	-1.3
CN1[C@@H]2CC[C@H]1CC(OC(=O)[C@@H](CO)c1ccccc1)C2 (some centres undefined)	105	1.6
COCCCn1c(=N)c(C(=O)NCc2ccco2)cc2c(=O)n3cccc(C)c3nc21	108	-0.5
O=C1c2[nH]nc(-c3ccccc3O)c2C(c2cccc(O)c2)N1Cc1ccncc1 (centres undefined)	107	0.1
Cc1ccc2c(c1)sc1nc(-c3cc4ccccc4oc3=O)cn12	105&104	0.3&1
COc1cccc2cc(-c3cc(=O)oc4cc(C)c(OC(=O)N(C)C)cc34)oc12	100	-0.9
Oc1ccc(N2CCN(c3nc(-c4cccnc4)nc4ccccc34)CC2)cc1	104	0.2
CCOC(=O)Nc1ccc2c(CN3CCN(c4ccc(OC)cc4)CC3)cc(=O)oc2c1	101	-0.3
CCOC(=O)c1c(C)n(Cc2ccccc2)c2ccc(OCC(O)CN3CCCCCC3)cc12 (centres undefined)	100	-0.1
Cc1c(N=CC2CCCN3CCCCC23)c(=O)n(-c2ccccc2)n1C (centres undefined)	107	0.4
COc1ccc(Br)cc1C1Sc2ccccc2NC2=C1C(=O)c1ccccc12 (centres undefined)	110	0.9
O=C(O)c1ccc(NC(=O)c2cc3c([nH]c2=O)CCCC3=O)cc1	100	-0.2
CC(=O)N1CCC(N(CCN2CCOCC2)C(=S)Nc2cccc(C(F)(F)F)c2)CC1	99	-0.5
COC(=O)c1ccc(-n2c(C)cc(/C=N/N(C)C)c2C)cc1	104	0.2
COCCCn1c(=O)c(C#N)cc2c(=O)n3ccccc3nc21	101	-0.6
Nc1ccc(N=C2C(=O)Nc3ccccc32)cc1	99	-0.4
O=C(NCCOc1ccccc1Cl)c1ncn[nH]1	101	-0.3
CCNC(=S)Nc1ccc(NC(=O)c2ccccc2O)cc1	102	-0.3
Continuation:
SMILES	Polio RdRp inh	Polio RdRp inh FP z-score
CCOC(=O)c1ccc(Oc2nc(C)nc3c2oc2ccccc23)cc1	102	-0.6
COc1ccccc1C1Nc2ccccc2-n2c(-c3ccccc3)c3c(=O)n(C)c(=O)n(C)c3c21 (centres undefined)	111	0.8
c1cnc(N2CC[N+]3(CCCC3)CC2)nc1	104	0.5
Cc1ccccc1-n1c(/C=C/c2c(C)n(C)c3ccccc23)nc2ccccc2c1=O	113	1.5
CC(=O)Nc1ccc(C(=O)Nc2ccc3c(c2)N(C2CCCC2)C(=O)c2ccccc2S3)cc1	106	0
COc1ccc(NC(=O)CN2C(=O)CSc3ccc(S(=O)(=O)N(C)C)cc32)cc1Cl	100	-0.5
COc1cccc(NC(=O)Cn2c(=O)n(Cc3ccco3)c(=O)c3cc(OC)c(OC)cc32)c1	105	-1.1
CC1(C)CC(n2[nH]c(=O)cc2N)CCO1 (centres undefined)	103	-0.1
COc1ccc(-n2cc(-c3ccccc3)c3c(NN4CCOCC4)ncnc32)cc1	102	0.4
CS(=O)(=O)c1ccc2nc(NC(=O)COc3ccccc3)sc2c1	99	-0.1
COC(=O)c1ccc(N)s1	101	0
O=C(CCn1c(=O)oc2ccccc21)N1CCc2ccccc21	102	-0.1
O=C(c1cccc(Cl)c1)N1CCOCC1	105	0.4
O=C(O)CCCOc1ccc(Cl)cc1	103	0.2
Cc1ccc(Sc2c(C(=O)NCc3ccco3)[nH]c3ccccc23)cc1	99	-1.3
CCCOc1ccc(C(=O)Nc2c(NC)c3ccccc3oc2=O)cc1	102	0.2
CCOc1ccccc1C(=O)NCc1nc(-c2ccccc2)no1	103	0.6
CC1CCCCN1C(=O)CSc1nc2ccccc2nc1Cc1ccccc1 (centres undefined)	99	-1.6
COc1ccc(N2CCN(c3ncnc4c3nc3n4CCCCC3)CC2)cc1	103	-0.6
CCc1cccc(C)c1NC(=O)CN1C(=O)c2ccccc2Sc2ncccc21	105	-0.3
CCc1ccc(NC(=O)C(Cc2ccccc2)n2cccc2)cc1 (centres undefined)	102	-0.2
CCOC(=O)N1CCc2c(sc(NCc3cccc(F)c3)c2C(=O)Nc2ccc(OC)cc2)C1	102	-0.2
COCCN1C(=O)c2ccccc2C(C(=O)Nc2ccc3c(c2)OCCO3)C1c1c[nH]c2ccccc12 (centres undefined)	99	-0.2
O=C(Nc1ccc(S(=O)(=O)NCc2ccco2)cc1)c1ccc(=O)[nH]n1	99	-0.6
CCOc1ccc(CNS(=O)(=O)c2cc3c(cc2C)NC(=O)CO3)cc1	97	-2.4
CCCCC12CN3CC(C)(CN(C1)C3c1cc(Br)ccc1O)C2=O (centres undefined)	105	-0.4
O=C(CCc1ccccc1)NCCN1CCN(C(=O)CCc2ccccc2)CC1	101	-0.3
CCN(CC)C(=O)C1Sc2nnc(-c3ccccc3)n2NC1c1ccccc1 (centres undefined)	101	0.1
O=C(CN(c1ccccc1)S(=O)(=O)c1ccccc1)N1CCCC1	105	2
O=C(CC(=O)C(F)(F)F)c1ccccc1	105	0.3
N#CCC(=O)Nc1ccc(N2CCOCC2)cc1	104	0.5
COc1ccccc1N1CCN(S(=O)(=O)CCNC(=O)C(c2ccccc2)c2ccccc2)CC1	105	-0.4
CN1CCN(c2oc(COc3ccccc3F)nc2C#N)CC1	101	-0.1
Cc1cc(NC(=O)CN2C(=O)C(C)(C)c3ccccc32)ccc1Br	110	0.7
O=C(Cn1ncc2c3ccccc3n(Cc3cccc(Cl)c3)c2c1=O)N1CCCCC1	136	3
Cc1ccc(NC(=O)c2oc3ccc(S(=O)(=O)N4CCOCC4)cc3c2C)c(C)c1	102	-2.2
CCN(c1ccccc1)S(=O)(=O)c1ccc(Oc2ccc(-n3ccnc3)cc2)nc1	104	0.3
CCC(=O)N1CCc2cc(Br)cc(S(=O)(=O)N3CCCC(C(=O)N(C)c4ccc(Br)cc4)C3)c21 (centres undefined)	102	-1.3
O=C(SC1=NCCS1)c1cccc(Cl)c1	98	-1.3
Cc1cc(C)cc(OCC(=O)Nc2ccc(Cl)cc2C(=O)c2ccccc2)c1	103	0
O=C1CCc2cc(S(=O)(=O)N3CCCC3)cc3c2N1CCC3	103	0.3
CC1CCN(C(=O)Cn2nc(-c3ccc(Cl)cc3)ccc2=O)CC1	102	0
CCc1nnc(NC(=O)c2ccc3c(c2)S(=O)(=O)c2ccccc2C3=O)s1	101	0
O=C(CSc1nc(-c2ccc(F)cc2)cc(C(F)(F)F)n1)NCCc1ccccc1	97	-1.4
Cc1ccc(C)c(N2CCN(CCCNC(=O)c3cnn(-c4ccccc4)c3C3CCN(C(=O)OC(C)(C)C)CC3)CC2)c1	103	-0.6
Nc1ccccc1C(=O)CSc1ccccn1	101	0.1
COc1ccc(-c2nnc(SCC(=O)Nc3cccc(C(F)(F)F)c3)s2)cc1	113	1.4
CCC(=O)Nc1nnc(S(=O)(=O)N2CCc3ccccc32)s1	106	-0.6
O=C(NCCCn1ccnc1)c1ccccc1OCc1ccccc1	101	-0.4
COc1ccc(Nc2nccc(-c3ccc(N)cc3)n2)cc1	101	0.1
Other records follow.
SMILES	Polio RdRp inh	Polio RdRp inh FP z-score
Cc1nnc(SC2CCNCC2)s1	104	1
Cc1cc(=O)nc2c3ccccc3n(CC(=O)N3CCCC3)n12	104	0.4
CCc1ccc2nc(N3CCC(C(=O)O)CC3)sc2c1	108	1.1
CN1C(=O)C2CN(CCc3ccccc3)CNC2N(C)C1=O (centres undefined)	102	-0.1
O=C(CC1OC(=O)c2ccccc21)OCC(=O)c1ccc(F)cc1 (centres undefined)	106	0.4
COc1ccc(NC(=O)CCc2c(C)nc3c(-c4ccccc4)c(C)nn3c2C)cc1Cl	109	0.6
COc1ccccc1NC(=O)c1ccc(NC(=O)COC(=O)C2CCCO2)cc1 (centres undefined)	106	0.1
CN(C)c1ccc(/C=N/c2nc3ccccc3n2Cc2ccc(Cl)cc2)cc1	110	1.8
Cc1cccc(NC(=O)Cn2cc(C(=O)C3CCCCC3)c3ccccc32)c1	109	0.8
O=C(/C=C/c1ccc(Cl)cc1)NCc1ccccn1	100	-0.2
C/C(N)=C(/C#N)C(=O)CSc1nnc(SCC(=O)/C(C#N)=C(\C)N)s1	96	-0.7
O=C1C(=O)N(C2CCN(C(=O)c3ccccc3F)CC2)CCN1Cc1ccc(F)cc1	111	0.9
O=C(O)c1cc(O)c2c(c1)[C@@H]([C@H]1c3cc(C(=O)O)cc(O)c3C(=O)c3c(O[C@H]4O[C@H](CO)[C@@H](O)[C@H](O)[C@H]4O)cccc31)c1cccc(O[C@H]3O[C@H](CO)[C@@H](O)[C@H](O)[C@H]3O)c1C2=O	98	-0.2
O=C(O)CC(SC(=NC1C=CCCC1)N1CCCCC1)C(=O)O (centres undefined)	103	0
O=c1nc(N2CCCC2)nc(N2CCCC2)[nH]1	104	0.8

Compounds shown so far with an aryl methoxy group:
SMILES	Polio RdRp inh	Polio RdRp inh FP z-score
CCOC(=O)c1c(C)c(-c2ccccc2)n(CC(=O)NCc2cccc(OC)c2)c1C	108	1.1
COc1ccc(CNC(=O)CSc2nc3cc(Cl)ccc3o2)cc1OC	101	-0.3
COc1cccc2cc(-c3cc(=O)oc4cc(C)c(OC(=O)N(C)C)cc34)oc12	100	-0.9
CCOC(=O)Nc1ccc2c(CN3CCN(c4ccc(OC)cc4)CC3)cc(=O)oc2c1	101	-0.3
COc1ccc(Br)cc1C1Sc2ccccc2NC2=C1C(=O)c1ccccc12 (centres undefined)	110	0.9
COc1ccccc1C1Nc2ccccc2-n2c(-c3ccccc3)c3c(=O)n(C)c(=O)n(C)c3c21 (centres undefined)	111	0.8
COc1ccc(NC(=O)CN2C(=O)CSc3ccc(S(=O)(=O)N(C)C)cc32)cc1Cl	100	-0.5
COc1cccc(NC(=O)Cn2c(=O)n(Cc3ccco3)c(=O)c3cc(OC)c(OC)cc32)c1	105	-1.1
COc1ccc(-n2cc(-c3ccccc3)c3c(NN4CCOCC4)ncnc32)cc1	102	0.4
COc1ccc(N2CCN(c3ncnc4c3nc3n4CCCCC3)CC2)cc1	103	-0.6
CCOC(=O)N1CCc2c(sc(NCc3cccc(F)c3)c2C(=O)Nc2ccc(OC)cc2)C1	102	-0.2
COc1ccccc1N1CCN(S(=O)(=O)CCNC(=O)C(c2ccccc2)c2ccccc2)CC1	105	-0.4
COc1ccc(-c2nnc(SCC(=O)Nc3cccc(C(F)(F)F)c3)s2)cc1	113	1.4
COc1ccc(Nc2nccc(-c3ccc(N)cc3)n2)cc1	101	0.1
COc1ccc(NC(=O)CCc2c(C)nc3c(-c4ccccc4)c(C)nn3c2C)cc1Cl	109	0.6
COc1ccccc1NC(=O)c1ccc(NC(=O)COC(=O)C2CCCO2)cc1 (centres undefined)	106	0.1
